Assay outcomes (PubChem BioAssay)
NPSR antagonist: qHTS Assay for Antagonists of the Neuropeptide S Receptor: cAMP Signal Transduction | Q6W5P4 | Potency, µM (titrated, usually from 38.3 µM), inactives show at the highest dose activity change, negative = inhibition, most hits filed as inhibitors | 1% of 220,000 active | AID 1461, 2008 | CHO-NPSR cells, cAMP TR-FRET, antagonist mode; also: potency is read from the fitted curve at half-maximal effect; % is scaled to controls: 0 for no effect and ±100 for the full control effect; nearly all actives have a fitted effect of over 50% in size; many of its hits are not listed in these tables
Tau fluor counter: Counterscreen qHTS for Inhibitors of Tau Fibril Formation, Fluorescence Polarization; 0.93% of 280,000 active; AID 1463, 2008; tau K18 P301L Alexa594 fluorescence, heparin fibrillization; Potency, µM (top dose mostly 57.7 µM), for inactives: at the highest dose activity change, negative = decrease; also: potency is read from the fitted curve at half-maximal effect; % is scaled to controls: 0 for no effect and ±100 for the full control effect; nearly all actives have a fitted effect of over 55% in size
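Human tau K18 P301L (15 uM unlabeled, 0.24 uM Alexa 594-labeled) in 100 mM sodium acetate pH 7 with 20 uM heparin, 6 hr at 37 C. ThT 30 uM added, 1 hr ambient; Alexa 594 FP and total fluorescence read at 555/632 nm.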
CBFb RUNX1 block: qHTS Assay for Compounds Blocking the Interaction Between CBF-beta and RUNX1 for the Treatment of Acute Myeloid Leukemia; AlphaScreen CBFb-His/RUNX1-biotin binding, biochemical; 230,000 tested, under 10 active; AID 1477, 2009; Runt-related transcription factor 1 (Homo sapiens) + Core-binding factor subunit beta …; Potency, µM (top dose mostly 59.8 µM), for the others: top-dose activity, negative = inhibition, hits mostly inhibitors; also: % of control where 0% means no effect
Target sequence (Q01196 whole entry, looked up): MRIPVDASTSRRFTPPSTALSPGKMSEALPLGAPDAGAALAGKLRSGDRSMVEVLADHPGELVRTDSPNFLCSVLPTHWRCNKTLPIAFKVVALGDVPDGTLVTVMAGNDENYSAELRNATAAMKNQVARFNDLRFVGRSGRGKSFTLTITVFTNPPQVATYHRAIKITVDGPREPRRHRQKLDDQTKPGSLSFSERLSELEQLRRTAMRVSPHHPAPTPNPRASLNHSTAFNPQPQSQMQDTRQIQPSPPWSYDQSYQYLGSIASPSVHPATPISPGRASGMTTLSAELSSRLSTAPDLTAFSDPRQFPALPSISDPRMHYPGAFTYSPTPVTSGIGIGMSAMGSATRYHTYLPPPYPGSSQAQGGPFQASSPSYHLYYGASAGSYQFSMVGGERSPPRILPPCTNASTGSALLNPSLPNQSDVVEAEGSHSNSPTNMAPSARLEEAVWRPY
Target sequence (Q13951 whole entry, looked up): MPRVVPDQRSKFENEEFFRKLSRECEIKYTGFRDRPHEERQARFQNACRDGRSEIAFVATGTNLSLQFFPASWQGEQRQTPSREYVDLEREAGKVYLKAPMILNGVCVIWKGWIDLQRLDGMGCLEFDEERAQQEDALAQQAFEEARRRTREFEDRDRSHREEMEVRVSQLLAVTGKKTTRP
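Interaction loss through any mechanism counts as activity. Pre-formed complex of His-CBF-beta and biotin-RUNX1 (30 nM apiece) is incubated with compound 15 min, then with 50 ng nickel and 50 ng streptavidin beads for 90 min before AlphaScreen detection.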
TRb SRC2 PPI: qHTS for Inhibitors of the Interaction of Thyroid Hormone Receptor and Steroid Receptor Coregulator 2 | AID 1469, 2008 | TRbeta-SRC2 peptide binding, fluorescence polarization; receptor liganded with 1 µM T3 | Thyroid hormone receptor beta (Homo sapiens), P10828 | Potency, µM (series often up to 106 µM), inactives show at the top dose activity change, negative = inhibition, hits mostly inhibitors | 0.065% of 280,000 active;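 also: potency is read from the fitted curve at half-maximal effect; plate controls were bound peptide for no effect and peptide without receptor for full effect; nearly all actives have a fitted effect of over 50% in size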
Target sequence (P10828 whole entry, looked up): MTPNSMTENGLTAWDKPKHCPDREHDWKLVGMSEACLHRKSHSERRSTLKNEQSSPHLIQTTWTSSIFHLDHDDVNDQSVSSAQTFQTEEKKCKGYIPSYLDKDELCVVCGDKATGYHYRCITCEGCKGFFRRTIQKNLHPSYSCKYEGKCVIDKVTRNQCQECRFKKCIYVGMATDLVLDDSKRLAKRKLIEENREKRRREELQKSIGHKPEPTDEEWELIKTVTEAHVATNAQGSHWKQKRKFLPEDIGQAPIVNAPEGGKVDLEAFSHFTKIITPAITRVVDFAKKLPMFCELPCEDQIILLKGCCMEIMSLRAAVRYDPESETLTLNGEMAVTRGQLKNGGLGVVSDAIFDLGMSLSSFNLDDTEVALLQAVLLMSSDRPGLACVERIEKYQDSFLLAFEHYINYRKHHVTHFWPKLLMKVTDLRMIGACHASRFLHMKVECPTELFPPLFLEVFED
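Compounds were added to 0.6 uM TRb ligand-binding domain and 20 nM Texas Red-labeled SRC2 peptide in Tris buffer containing 1 uM T3, incubated 5 hr at ambient temperature, then read by fluorescence polarization.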
TexasRed fluor: Total Fluorescence Counterscreen for Inhibitors of the Interaction of Thyroid Hormone Receptor and Steroid Receptor Coregulator 2. TRb/SRC2 Texas Red total fluorescence interference. 0.29% of 280,000 active. Potency, µM (top dose mostly 106 µM), for the others: top-dose fluorescence change, negative = quenching. AID 1479, 2009; active = well fitted curve in either direction with a large enough effect; inconclusive = small, poorly fitted or top-dose-only effect; also: potency is read from the fitted curve at half-maximal effect; % is scaled to controls: 0 for no effect and ±100 for the full control effect
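Human TRβ ligand-binding domain (0.6 uM) and Texas Red SRC2 peptide (20 nM) in Tris buffer with 1 uM T3 and 5% DMSO were incubated with pinned compound for 5 hr at ambient temperature. Total fluorescence was computed as S + 2P (555/632 nm).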
aGal spleen mod: qHTS Assay for Inhibitors and Activators of Human alpha-Galactosidase From Spleen Homogenate; 0.008% of 240,000 active; Alpha-galactosidase A (Homo sapiens), P06280; Potency, µM (doses to about 80 µM), without a hit: at the top dose activity change, negative = inhibition, most hits filed as inhibitors; human spleen homogenate, 4MU-alpha-Gal fluorescence, 40 min;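 also: potency is read from the fitted curve at half-maximal effect; 0% = enzyme with vehicle and -100% = no enzyme basal signal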
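Fluorogenic readout (Ex 365/Em 440 nm) of 4-methylumbelliferone released from 1 mM 4-MU-alpha-galactoside by spleen homogenate, 40 min at 37C, pH 5.0. Data normalized to no-enzyme and enzyme controls; Hill-equation AC50 from compound titrations.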
Tau FP inhib: qHTS for Inhibitors of Tau Fibril Formation, Fluorescence Polarization. 0.39% of 280,000 active. Microtubule-associated protein tau (Homo sapiens), P10636. K18 P301L tau heparin fibrillization, Alexa594 FP, 6 h. Potency, µM (series often up to 57.7 µM), for inactives: top-dose activity, negative = inhibition, actives largely listed as inhibitors. AID 1468, 2008; also: potency is read from the fitted curve at half-maximal effect; % is scaled to controls: 0 for no effect and ±100 for the full control effect; nearly all actives have a fitted effect of over 55% in size
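Human tau K18 […] P301L fragment, 15 uM unlabeled plus 0.24 uM Alexa 594-labeled tau (final), with compound and 20 uM heparin in 100 mM sodium acetate pH 7; 6 hr at 37 C, then Alexa 594 FP read.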
Epigenetic derep: Quantitative High-Throughput Screen for Regulators of Epigenetic Control; murine LDR cells, GFP reporter derepression, 30 h; Potency, µM (highest dose often 53.9 µM), inactives show top-dose GFP activation, most hits filed as activators; 0.2% of 280,000 active; AID 1865, 2009; also: potency is read from the fitted curve at half-maximal effect; % of control where 0% means no effect; nearly all actives have a fitted effect of over 60% in size
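GFP-positive cell count by laser-scanning cytometry (objects 20–120 um) after 30 h, 37 C compound exposure of murine LDR cells; reporter is CMV-GFP integrated at a silenced locus, inducible by HDAC or DNMT inhibitors.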
* hit, by the source's call; ? = inconclusive; . = not tested or not shown; [ ] = remark or other dose. Unless noted, calls follow the shape of the dose curve; as a rule, active = well fitted curve in the direction sought with a large enough effect; inconclusive = small, poorly fitted or top-dose-only effect, or another doubt; inactive = no such curve, though single readings can be large; an effect the other way counts as inactive or inconclusive.

SMILES	NPSR antagonist	Tau fluor counter	CBFb RUNX1 block	TRb SRC2 PPI	TexasRed fluor	aGal spleen mod	Tau FP inhib	Epigenetic derep
O=C(Nc1nc(-c2ccccc2)ns1)c1ccc(Cl)cc1	.	-9%	.	5%	-11%	.	-5%	-2.7%
O=C1c2cccnc2C(O)N1Cc1cccs1 (stereo not given)	2%[46.1 µM]	-7%	0%	2%	0%	7%	4%	-1.0%
Cc1ccc(C)c(CN2C(=O)c3ccccc3Sc3ccc(C(=O)NCc4ccco4)cc32)c1	.	-12%	.	-2%	-2%	.	-2%	0.8%
O=C(CN1CCOCCOCCN(CC(=O)Nc2ccccc2)CCOCC1)Nc1ccccc1	1%[46.1 µM]	-7%	5%	7%	0%	1%	-4%	-3.5%
O=[N+]([O-])/C=C\c1ccc(N2CCCC2)c(F)c1	-19%	?	-1%	-1%	-2%	2%	-8%	1.3%
Cc1cc(C(=O)CSc2nc(N)cc(N)n2)c(C)n1CCc1ccc(F)cc1	-7%[46.1 µM]	?	-17%	-2%	-1%	3%	2%	0.0%
O=C(Nc1ncc(Cc2cccc(C(F)(F)F)c2)s1)C1CCCO1 (stereo not given)	-6%	-15%	14%	3%	0%	-4%	-6%	3.0%
COc1cc(-c2nc(-c3ccccc3)c(-c3cccs3)[nH]2)cc(OC)c1O	10%[46.1 µM]	14µM*[quencher]	-19%	5%	-10%	3%	9%	-0.1%
Cc1ccc(CSc2nnc(-c3cccnc3)o2)cc1	-17%[46.1 µM]	-10%	-5%	6%	1%	-5%	-5%	0.0%
Cc1ccc(OCC(=O)NNC(=O)C2CCN(c3nc(C)cc(C)n3)CC2)cc1	3%[46.1 µM]	3%	1%	-1%	0%	-3%	-4%	-1.9%
COc1ccc(NC(=O)CCN2CCCC(C)C2)cc1 (stereo not given)	13%[46.1 µM]	4%	-3%	-5%	-4%	-4%	7%	-0.8%
CC(C)(C)c1ccc(NC(=O)COC(=O)c2ccc([N+](=O)[O-])s2)cc1	9%	-6%	0%	-2%	2%	3%	-16%	-3.5%
O=C(NCc1ccco1)c1ccc(Cl)c(S(=O)(=O)N2CCc3ccccc32)c1	-22%	?	-12%	1%	7%	4%	-8%	1.1%
CC(C)(C)c1csc(NC(=O)Nc2ccccc2)n1	-49%	-19%	-3%	2%	-1%	8%	-7%	0.0%
CCCn1ccc2c(OCC(=O)NCc3ccc(C)cc3)cccc2c1=O	.	-6%	.	-7%	1%	.	0%	1.3%
O=C(NNC(=O)C1[C@H]2CCCC[C@@H]12)Nc1cccc2ccccc12 (stereo not given in full)	18%	-5%	0%	5%	1%	0%	-5%	3.0%
Cc1c(C(=O)Nc2ccc(Br)cc2)cnn1C	13%	-7%	-1%	-4%	0%	2%	-4%	-1.8%
CC(=O)Nc1ccc(NC(=O)Cn2cnc3c(nnn3Cc3ccc(F)cc3)c2=O)cc1	13%	-7%	11%	4%	-1%	-1%	-12%	-9.0%
COCCn1c(=O)[nH]c2cc(C(=O)NCC3CCCO3)ccc2c1=O (stereo not given)	-16%[46.1 µM]	2%	0%	0%	1%	?	0%	0.0%
Cc1ccc(N2CC(=O)N(CC(=O)O)C2=O)cc1	13%	-2%	-14%	-3%	1%	10%	-11%	1.8%
COc1ccccc1/C=N/NC(=O)c1ccc(NC(=O)c2ccccc2Br)cc1	-19%	-8%	13%	5%	-3%	-2%	?	-4.8%
O=C(CCc1nc(-c2ccccn2)no1)NCc1ccc2c(c1)OCO2	16%	10%	7%	3%	-4%	5%	6%	2.1%
CC(NS(=O)(=O)c1ccc([N+](=O)[O-])cc1)C(=O)NN (stereo not given)	16%	5%	0%	-1%	-6%	2%	0%	-0.4%
CSc1nsc(/C=C/Nc2cccc(Cl)c2)c1C#N	?	?	-9%	9%	2%	-1%	-4%	7.1µM*
CN(CC(=O)Nc1ccc2c(c1)OCCO2)S(=O)(=O)c1ccc(Br)s1	3%[46.1 µM]	-25%	0%	-1%	-5%	11%	-5%	1.5%
O=C(NC(=S)Nc1ccc2oc(=O)ccc2c1)c1ccccc1F	-25%	-9%	6%	2%	-1%	-2%	-4%	5.8%
Cn1cc(C(=O)N2CCN(c3cccc(C(F)(F)F)c3)CC2)c2c3ccccc3n(C)c2c1=O	.	-23%	.	5%	4%	.	-2%	0.9%
Cc1ccccc1/[N+]([O-])=C/c1cccs1	-4%	5%	0%	-2%	-4%	-2%	2%	-1.4%
CCC(C)(CC(=O)O)CC(=O)Nc1cc(C(F)(F)F)cc(C(F)(F)F)c1 (stereo not given)	0%	-15%	5%	9%	0%	0%	10%	0.5%
O=C(c1ccc(CS(=O)(=O)c2ccccc2)o1)N1CCN(c2ncccn2)CC1	-11%[46.1 µM]	-7%	1%	-2%	1%	-5%	-10%	0.0%
CCOC(=O)c1c(C)[nH]c(C(=O)OCC(=O)Nc2ccc(OC)c(Cl)c2)c1C	-5%[46.1 µM]	-13%	-2%	-15%	1%	-14%	?	-3.9%
COc1ccc(Nc2cc(C(=O)NCc3ccccc3OC)c3ccccc3n2)cc1	.	?	.	-12%	-2%	.	?	4.3%
Cc1c(Cc2c(C)n(C)n(-c3ccccc3)c2=O)c(=O)n(-c2ccccc2)n1C	4%	-14%	-3%	4%	0%	-1%	13%	-2.2%
Cc1ccc(SCc2cn3ccccc3n2)cc1	-13%	-13%	3%	0%	0%	-12%	3%	0.1%
Cc1ccc(C2(c3noc(CN(C)CCO)n3)CCCC2)cc1	-4%	-9%	6%	-1%	0%	6%	5%	-1.4%
Cc1ccsc1CN(C(=O)COc1ccc(Cl)cc1)C1CCS(=O)(=O)C1 (stereo not given)	.	-19%	.	-2%	3%	.	-3%	0.8%
COc1ccc(CNC(=O)c2cc(=O)[nH]c3ccc(S(=O)(=O)N4CCCC4)cc23)c(OC)c1	.	-8%	.	-8%	0%	.	1%	6.4%
CCOc1cc(C(=O)OCC(=O)Nc2ccc(Cl)cn2)ccc1OCC(=O)N1CCOCC1	-8%	5%	0%	4%	0%	6%	5%	-3.0%
CCN(N=O)[C@@H](Cc1ccccc1)CN(N=O)[C@@H](Cc1ccccc1)CN(C)N=O	15%	-15%	2%	1%	0%	7%	0%	-2.0%
Cc1ccc(-n2c(Cc3cccn3C)nnc2SCC(=O)N2CCc3ccccc32)cc1	-14%[46.1 µM]	0%	-22%	-2%	-3%	-7%	-2%	2.4%
Cc1nc(Cl)c(C(=O)NCCC(C)C)c(C)c1[N+](=O)[O-]	12%	-3%	11%	-1%	-1%	10%	4%	0.0%
COC(=O)c1ccc(/C=N/NC(=O)c2cccc(F)c2)cc1	-14%[46.1 µM]	-11%	21%	-15%	-1%	3%	3%	-1.2%
CN(C)S(=O)(=O)Nc1ccc2c(c1)OCO2	3%[46.1 µM]	6%	1%	-2%	-5%	7%	1%	0.0%
C=C(C)C1Cc2nc(N)nc(C)c2C1 (stereo not given)	-9%[46.1 µM]	3%	3%	-6%	1%	3%	-3%	-2.0%
CCOC(=O)N1C=CC(C)=C[C@@H]2[C@@H](N3C(=O)c4ccccc4C3=O)C(=O)N21	-2%	3%	2%	-2%	3%	-4%	-7%	0.1%
Cc1ccc(C(=O)NCCc2ccc(Cl)cc2)cc1-n1c(C)nc2cccnc21	.	-1%	.	1%	1%	.	-2%	-3.0%
O=C(N/N=C/c1ccc(Br)s1)Nc1ccccc1	-18%	?	14%	4%	1%	-2%	?	-2.8%
CC(=O)C(=[N+]=[N-])C(=O)NCc1ccccc1	7%[46.1 µM]	-3%	5%	0%	-1%	1%	-4%	-2.2%
O=C(NCc1ccccc1F)c1sc2ncccc2c1-n1cccc1	.	-19%	.	8%	-2%	.	4%	-1.7%
CCc1cc(C(=O)O)c(NC(=O)c2cc(OC)c(OC)c(OC)c2)s1	-5%	-7%	2%	13%	-9%	-2%	11%	6.8%

Four of these compounds, set out differently.
| Structure | NPSR antagonist | Tau fluor counter | CBFb RUNX1 block | TRb SRC2 PPI | TexasRed fluor | aGal spleen mod | Tau FP inhib | Epigenetic derep |
| --- | --- | --- | --- | --- | --- | --- | --- | --- |
| CCOC(=O)N1C=CC(C)=C[C@@H]2[C@@H](N3C(=O)c4ccccc4C3=O)C(=O)N21 | -2% | 3% | 2% | -2% | 3% | -4% | -7% | 0.1% |
| O=C(N/N=C/c1ccc(Br)s1)Nc1ccccc1 | -18% | ? | 14% | 4% | 1% | -2% | ? | -2.8% |
| COC(=O)c1ccc(/C=N/NC(=O)c2cccc(F)c2)cc1 | -14%[46.1 µM] | -11% | 21% | -15% | -1% | 3% | 3% | -1.2% |
| O=C(NCc1ccccc1F)c1sc2ncccc2c1-n1cccc1 | . | -19% | . | 8% | -2% | . | 4% | -1.7% |

Continued.
SMILES	NPSR antagonist	Tau fluor counter	CBFb RUNX1 block	TRb SRC2 PPI	TexasRed fluor	aGal spleen mod	Tau FP inhib	Epigenetic derep
Fc1ccccc1N1CCN(c2ncnc3[nH]ncc23)CC1	-3%[46.1 µM]	-2%	6%	6%	0%	7%	-4%	0.0%
CC(=O)N1CCc2c(sc3c2c(=O)n(-c2ccccc2)c(=O)n3CC(=O)c2ccccc2)C1	.	0%	.	-4%	1%	.	5%	0.0%
O=C(NCc1ccc2c(c1)OCO2)C1CCN(C(=O)Nc2ccc(Cl)cc2)CC1	1%[46.1 µM]	-3%	-4%	-16%	-2%	-11%	-12%	1.0%
COc1ccc(OC)c(NC(=O)CN(C)S(=O)(=O)c2ccc(C(=O)N3CCOCC3)s2)c1	.	-8%	.	-5%	-1%	.	?	-5.4%
CN(C)/C(CN1CCOCC1)=C1\N=C(c2ccccc2)OC1=O	-13%[46.1 µM]	-1%	-7%	-6%	-5%	-10%	1%	-1.3%

An excerpt (hit frequency here may not be typical).
